Screening results (PubChem BioAssay)
MOR-DOR inv ag – mu-delta opioid heterodimer inverse agonism; P35372+P41143; cell-based MOR-DOR heterodimer luminescence; inhibition, % at 9.3 µM; 0.21% of 340,000 active; AID 504357; in the data active = inhibition above about 22%, passing the limit was not always enough;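 also: 0% = cells with DMSO and 100% = wells without cells with DMSO; values of inactives mirror those of a sister screen read the other way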
Tat transport – blocks Tat-dependent protein export in E. coli | E. coli MC4100 TorA-mCherry Tat export, fluorescence | inhibition, % at 10 µM | 0.036% of 340,000 active;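 active = mean replicate inhibition at least 50% and at least half of replicates individually reaching 50%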;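 also: exported cargo escapes ClpAP degradation while cytoplasmic cargo is degraded and loses fluorescence; 0% = median of neutral control wells and 100% = median of NaSCN control wells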
phage Ecoli inh – E. coli growth loss with phage present | growth absorbance | inhibition, % at 11.9 µM | 0.26% of 360,000 active; in the data active = inhibition above about 11%
Mot1-301 SUMO – SUMOylation pathway inhibition by Mot1-301 growth rescue; S. cerevisiae Mot1-301 growth rescue, ATP luminescence, 38.5C; percent above DMSO median, 100 means doubled; growth rescue, % at 18.8 µM; 1% of 320,000 active; AID 2716;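 active = every valid replicate shows activation above 250% relative to neutral control wells; inactive = the rest, any valid replicate at or below 250%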;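 also: OY570 slx delta 5 strain wells were the positive control but not used for scaling; some compounds called inactive have numbers as strong as hits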
PKA-R1A act – activates the PKA-R1A holoenzyme complex | P00514+P68181 | PKA-R1A dissociation, Cy5-IP20 fluorescence polarization; scaled: DMSO 0%, 113 µM cGMP 100% | activation, % at 11.4 µM | 0.083% of 340,000 active | AID 504707;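 active = percent activation above the mean of all tested compounds plus 3 SD, cut at about 19% in these data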;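 also: higher means more PKAc released from R1A so a rise in polarization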
OPRM1-OPRD1 ag – OPRM1-OPRD1 heterodimerization agonism | P35372+P41143 | cells, luminescence | activation, % at 9.3 µM | 0.3% of 340,000 active; in the data active = activation above about 18%;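 also: 0% = vehicle-treated cells and 100% = reference agonist; values of inactives mirror those of a sister screen read the other way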
Pemphigus Ab inh – human desmoglein-3 autoantibody binding inhibition. 0.48% of 310,000 active. binding (percent of control), % at 10 µM. DSG3-coupled beads, scFv-anti-DSG3-GFP binding, flow cytometry; hits give low values. P32926;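 active = binding more than 3 SD below its plate's average and above zero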;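 also: hits lower antibody fragment binding to DSG3; some compounds called inactive have numbers as strong as hits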
Target sequence (P32926 whole entry, looked up, the tested form may be a part): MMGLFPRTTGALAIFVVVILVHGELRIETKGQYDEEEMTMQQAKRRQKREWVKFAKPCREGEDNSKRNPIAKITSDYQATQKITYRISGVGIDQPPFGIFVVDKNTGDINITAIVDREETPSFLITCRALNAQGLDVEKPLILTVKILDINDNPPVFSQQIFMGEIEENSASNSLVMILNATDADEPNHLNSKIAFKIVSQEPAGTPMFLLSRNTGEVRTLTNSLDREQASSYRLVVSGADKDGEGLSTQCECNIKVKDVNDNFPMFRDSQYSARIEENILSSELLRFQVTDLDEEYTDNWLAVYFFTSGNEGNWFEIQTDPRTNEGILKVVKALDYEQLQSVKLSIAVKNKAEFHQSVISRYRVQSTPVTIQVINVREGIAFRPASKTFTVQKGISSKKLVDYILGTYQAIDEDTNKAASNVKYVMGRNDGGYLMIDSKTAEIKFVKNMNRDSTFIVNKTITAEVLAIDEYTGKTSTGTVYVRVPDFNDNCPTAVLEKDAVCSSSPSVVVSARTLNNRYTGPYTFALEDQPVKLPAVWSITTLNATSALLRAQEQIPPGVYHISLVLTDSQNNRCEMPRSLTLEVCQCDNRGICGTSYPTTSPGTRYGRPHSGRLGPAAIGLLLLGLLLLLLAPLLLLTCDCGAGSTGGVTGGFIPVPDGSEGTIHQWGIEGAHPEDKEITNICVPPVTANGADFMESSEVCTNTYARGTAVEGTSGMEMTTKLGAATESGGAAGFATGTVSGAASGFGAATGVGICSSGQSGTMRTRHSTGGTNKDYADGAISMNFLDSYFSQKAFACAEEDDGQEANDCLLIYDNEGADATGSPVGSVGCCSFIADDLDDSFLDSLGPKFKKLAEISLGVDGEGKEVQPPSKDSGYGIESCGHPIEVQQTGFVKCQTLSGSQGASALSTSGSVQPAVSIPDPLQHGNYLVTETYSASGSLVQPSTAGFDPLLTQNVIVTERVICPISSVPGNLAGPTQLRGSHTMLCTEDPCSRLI
AddAB inh – less growth of phage-infected E. coli with AddAB | E. coli expressing H. pylori AddAB, absorbance growth | inhibition, % at 11.9 µM | 0.29% of 330,000 active; in the data active = inhibition above about 12%;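 also: 0% = vehicle wells of infected cells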
Arrestin-AP2 inh – blocks beta-arrestin peptide binding to AP2 adaptin | FITC-arrestin peptide / GST-AP2 beads, flow cytometry; AP2 beta2 appendage carries R879A mutation | 0.31% of 340,000 active | AID 504490 | inhibition, % at 10 µM;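 active = inhibition above a set limit, near 3 SD of compounds lacking own fluorescence, cut at about 54% in these data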;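 also: plate controls were DMSO wells for no effect and 5 µM unlabelled arrestin peptide for full effect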
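system = GST-tagged AP2 beta2-adaptin appendage (R879A) on 4 µm glutathione beads | reagent = FITC-labelled arrestin peptide probe, 50 nM final | schedule = compound with beads 12 min RT, then probe 1 h RT | signal = HyperCyt-sampled flow cytometry, FL1 channel, ex 488/em 535 nm | read-out = percent response from loss of bead-bound FITC fluorescence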
Ecoli viability – counter-screen for AddAB inhibitors: E. coli growth inhibition; E. coli V3065 growth, OD600 absorbance, 18 h; inhibition, % at 11.9 µM; 0.27% of 330,000 active; AID 449728;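 active = inhibition above the campaign's mean inhibition across all tested compounds plus 3 SD, cut at about 9.9% in these data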;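 also: uninfected addAB+ strain grown without phage in ampicillin broth; 0% = DMSO wells and 100% = ciprofloxacin 0.95 µg/ml wells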
PfHsp90 set2 – inhibits growth of yeast expressing Plasmodium falciparum Hsp90; S. cerevisiae expressing PfHsp90, BacTiter-Glo ATP, 48 h; yeast lacking PDR1 and PDR3 efflux regulators; inhibition, % at 9.4 µM; 0.32% of 310,000 active; AID 504621;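 active = every replicate shows inhibition above about 80%, whatever the replicate mean, limit read from the data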;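 also: 0% = DMSO neutral controls and 100% = 20 µM radicicol positive controls; yeast relying on Plasmodium falciparum Hsp90 in place of its own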
Starred values were filed as active, the others as inactive; · = no result given.

SMILES	MOR-DOR inv ag	Tat transport	phage Ecoli inh	Mot1-301 SUMO	PKA-R1A act	OPRM1-OPRD1 ag	Pemphigus Ab inh	AddAB inh	Arrestin-AP2 inh	Ecoli viability	PfHsp90 set2
COc1ccccc1C(CNC(=O)c1ccc(NS(=O)(=O)c2ccc3c(c2)OCCO3)cc1)N(C)C (stereo not drawn)	22	0	-0.2	-15	1	-3.4	99	3.5	-11	1.6	-5
O=C(OCC(=O)N1CCN(S(=O)(=O)c2ccc(Cl)cc2)CC1)c1cccc(OC(F)F)c1	0	16	-0.1	2	-11	0.0	98	-2.0	22	0.3	25
CCOc1ccccc1NC(=O)CSc1nncc2ccccc12	8	0	3.1	5	12	-1.3	105	3.3	7	-0.4	-2
Cc1ccc(C)c(S(=O)(=O)N(C)c2ccc(OC(=O)CN3C(=O)NC4(CCCC4)C3=O)cc2)c1	6	-3	1.1	·	-7	-1.4	108	·	-2	·	6
ClC1(Cl)CC1Cn1c(C2CC2)nc2ccccc21 (stereo not drawn)	14	-2	2.3	-2	3	-2.7	102	1.2	17	0.1	-9
Cc1ccc(NC(=O)CSc2nnc(CNC(=O)c3ccccc3F)o2)cc1	3	-3	3.9	4	0	-0.5	85	3.5	7	0.8	2
Cc1ccccc1Nc1nc2ccccc2n1C(C)C	2	0	-1.9	0	6	-0.4	96	-1.9	-1	-3.1	-4
O=C(O)c1ccccc1N1C(=O)C2C3CCC(C3)C2C1=O (stereo not drawn)	1	-1	1.1	30	-5	-0.1	101	1.5	-12	0.2	31
Nc1ccccc1C(=O)NCc1ccco1	10	-2	2.4	1	5	-2.1	118	·	17	·	12
CC(C)(C)SCCNC(=O)CSCc1ccc([N+](=O)[O-])cc1	2	-4	2.4	-16	-20	-0.4	·	2.1	32	-0.5	22
CN(CC(=O)Nc1ccc(C(N)=O)cc1)CC(=O)Nc1ccccc1Cl	2	0	1.9	-14	-12	-0.4	103	2.2	12	-0.7	-2
Cc1ccc2nc(SCC(=O)Nc3ccc(F)cc3F)nc(=O)n2c1	-1	-3	1.6	-14	-6	0.1	104	-0.3	-9	-0.2	·
COCCCn1c(Cc2ccccc2)nnc1SCC(=O)N1CCCCC1	-6	-5	2.2	7	-3	1.2	105	-0.6	2	-0.9	18
CCOc1ccc(S(=O)(=O)N2CCCCC2)cc1NC(=O)CN1C(=O)NC(C)(c2ccc(C)cc2)C1=O (stereo not drawn)	-16	10	·	49	-2	2.5	95	1.0	0	-2.0	·
O=C1CNC(=S)N1Cc1ccc(Cl)cc1	11	-3	1.7	5	1	-2.2	99	0.5	-1	-2.9	-12
CC1(C)Oc2ccc(C(=O)N3CCOCC3)cc2N(CC(=O)Nc2ccccc2)C1=O	7	-8	3.2	-10	-6	-1.2	104	1.6	-1	0.8	-70
O=C(c1ccc([N+](=O)[O-])cc1)N1CCSC1c1ccc(Br)cc1 (stereo not drawn)	2	7	5.5	182	6	-0.5	112	4.5	11	3.2	-1
COc1ccc(CCNC(=O)Cc2ccsc2)cc1	17	8	2.3	9	-2	-3.0	118	-4.7	-28	-1.1	-16
Cc1ccc(NC(=O)c2ocnc2C)cc1Cl	15	-4	·	0	-5	-2.8	99	1.6	23	-0.6	-2
CCOC(=O)c1c(C)[nH]c(C)c1S(=O)(=O)NCCCN1CCOCC1	5	-6	-0.5	-1	1	-1.0	96	0.1	10	-0.7	1
FC(F)(F)c1cc(N2CCNCC2)c2ccccc2n1	15	6	2.5	-9	0	-2.9	108	4.8	-4	1.5	4
COc1ccccc1NC(=O)CSc1nc2ncccc2[nH]1	-20	-6	2.5	82	-10	3.1	104	2.3	-1	1.1	-4
O=C(CSc1nnnn1Cc1ccccc1)c1ccc(F)cc1	-6	2	4.3	-26	-3	1.2	102	-0.1	-7	-0.6	-13
CCCCCNc1nc2sc3c(c2c(=O)n1-c1cccc(Cl)c1)CCN(C)C3	2	-5	4.5	-19	-4	-0.4	113	-1.5	35	-3.6	17
COc1cccc(N=Nc2c(C)[nH]n(-c3ccccc3)c2=O)c1	4	8	2.7	0	-12	-0.8	95	0.5	5	0.7	-1
O=C(NNc1c(Cl)cc(Cl)cc1Cl)c1n[nH]c(=O)c2ccccc12	7	-5	1.8	-5	-11	-1.4	93	-1.2	22	-1.1	-13
COc1cccc(NC(=O)c2ncn[nH]2)c1	0	1	1.9	-20	9	0.1	63	1.9	27	0.8	11
O=C(NCCN1CCc2ccccc2C1)C1CCN(S(=O)(=O)N2CCC3(CC2)OCCO3)CC1	5	9	1.6	259	-2	-0.9	102	2.8	14	-4.5	-6
Cn1cccc1/C=C1\SC(=Nc2ccc(O)cc2)NC1=O	12	15	0.8	-5	-8	-2.4	99	1.8	42	0.4	-16
COc1ccccc1C(=O)NNC(=O)c1ccc(NC(=O)CC(C)C)cc1	11	8	3.0	157	11	-2.0	93	2.0	-13	0.8	-42
CSc1nc(N(C)NC(=O)c2ccc(Cl)cc2)c2ccccc2n1	4	-8	4.2	334*	-16	-0.7	108	0.0	24	6.6	17
O=C1NC(=O)c2cc(Oc3ccc([N+](=O)[O-])cc3)ccc21	3	5	1.8	-8	0	-0.7	113	1.8	-24	-0.6	-28
NC(=O)c1ccc(NC(=O)CNC(=O)c2sc3ccccc3c2Cl)cc1	7	-18	1.9	-4	-11	-1.6	96	0.1	-8	-3.8	·
COc1ccccc1CN1CCN(Cc2nc(-c3cccs3)no2)CC1	7	2	0.9	3	-13	-1.3	94	2.0	-2	0.3	-14
N=C(N)N1CCc2ccccc21	15	18	2.8	-4	-10	-3.0	113	1.4	-16	0.6	-20
O=C(CN1C(=O)/C(=C/c2ccccc2F)Sc2ccccc21)NCc1cccnc1	7	2	5.0	-4	-5	-1.3	84	1.4	2	-1.0	14
COc1ccc(CCNC(=O)C2CCCN2C(=O)Nc2ccccc2)cc1OC (stereo not drawn)	9	-3	2.2	71	0	-1.9	92	0.6	-10	0.4	16
Cn1cc(CNC(=O)c2cc(-c3ccccc3)nc3ccc(Br)cc23)cn1	0	-14	2.5	391	2	0.1	·	0.2	-5	0.1	-6
Cc1ccc(Nc2nc3ccccc3s2)cc1	-46	-3	2.4	21	-16	9.0	101	1.6	20	1.1	-17
COc1ccccc1NC(=O)CN1CCN(c2ccccc2)CC1	11	11	-0.9	-27	-17	-2.1	115	0.5	5	-0.8	7
O=C(c1ccc(CS(=O)(=O)c2ccc(Br)cc2)o1)N1CCOCC1	13	-9	-0.5	490	-6	-2.5	104	4.0	6	0.3	2
Cc1cc(C)n(-c2ccc(C(=O)OCC(=O)Nc3cc(Cl)ccc3[N+](=O)[O-])cc2)n1	3	3	-1.4	15	-12	-0.7	96	1.7	4	-2.4	-5
Cc1csc(NC(=O)CSc2nc3sc(C)c(C)c3c(=O)[nH]2)n1	-1	0	2.3	25	2	0.2	91	-0.9	8	-0.3	·
CCn1nc(CC(C)C)cc1C(=O)N1CCCC(Nc2ccc(F)cc2)C1 (stereo not drawn)	7	1	-1.5	-1	-3	-1.2	·	·	38	·	-6
Cc1cccc(NC(=O)NCCCCc2ccccc2)c1	-7	-4	5.5	1	-6	1.8	100	-1.2	29	0.6	-4

A different layout for some results above.
Fields – MOR-DOR inv ag, Tat transport, phage Ecoli inh, Mot1-301 SUMO, PKA-R1A act, OPRM1-OPRD1 ag, Pemphigus Ab inh, AddAB inh, Arrestin-AP2 inh, Ecoli viability, PfHsp90 set2
O=C(CN1C(=O)/C(=C/c2ccccc2F)Sc2ccccc21)NCc1cccnc1
    7, 2, 5.0, -4, -5, -1.3, 84, 1.4, 2, -1.0, 14
COc1ccc(CCNC(=O)C2CCCN2C(=O)Nc2ccccc2)cc1OC (stereo not drawn)
    9, -3, 2.2, 71, 0, -1.9, 92, 0.6, -10, 0.4, 16

More results follow:
SMILES	MOR-DOR inv ag	Tat transport	phage Ecoli inh	Mot1-301 SUMO	PKA-R1A act	OPRM1-OPRD1 ag	Pemphigus Ab inh	AddAB inh	Arrestin-AP2 inh	Ecoli viability	PfHsp90 set2
COc1cc(C(c2nnnn2C2CCCC2)N2CCc3ccccc3C2)ccc1O (stereo not drawn)	6	-21	0.6	-5	11	-1.4	100	1.8	2	-0.5	8
COc1cc(/C=C2\Oc3cc(O)ccc3C2=O)ccc1O	14	0	0.8	1	0	-2.8	101	2.5	8	-1.3	-3
Cc1cc(N2C(=O)c3ccccc3C2=O)n(C)n1	11	3	2.6	12	-13	-2.2	·	0.7	7	1.1	-13
CC(=O)N1c2ccc(S(=O)(=O)N3CCC(C(=O)N4CCCC(C)C4)CC3)cc2CC1C (stereo not drawn)	11	-2	2.0	-12	10	-2.2	90	3.5	-3	0.0	5
O=C(Nc1cccc(-c2nnn(CC(=O)N3CCc4ccccc4C3)n2)c1)C1CCC1	-1	-4	2.5	-7	7	0.1	100	1.3	-7	2.0	-7
Cc1nc(NCCCO)c(C#N)c2c1COC(C)(C)C2	5	2	2.2	125	-8	-0.9	87	2.4	-1	-2.5	·
S=c1nc(-c2sccc2OCc2ccc(Cl)cc2Cl)[nH][nH]1	-1	1	1.4	-4	-7	0.3	97	1.9	-16	1.8	-54
N=c1c(C(=O)NCc2ccco2)cc2c(=O)n3ccccc3nc2n1CC1CCCO1 (stereo not drawn)	-2	6	3.0	-12	3	0.3	105	1.0	20	-1.4	-4
COCc1ccccc1C1=CC(=O)C[C@H](c2ccc(F)cc2)C1	15	7	0.9	-4	-2	-2.6	102	-0.7	7	-2.5	2
CN(C)c1cccc2c1c(NC(=O)Nc1ccc(F)cc1F)nn2C	1	3	0.5	-8	3	-0.2	·	0.3	29	0.1	-24
CCOc1ccccc1NC(=O)Cn1nnc(C(=O)NCc2ccco2)c1N	16	6	1.8	0	-6	-3.0	99	2.5	24	1.7	7
Cn1cnnc1SCC(=O)c1cc2ccccc2oc1=O	-6	-1	2.5	27	-8	0.9	97	-1.1	10	-2.0	-12
Cc1ccccc1N1C(=O)Cc2ccccc2C1=O	-5	3	-0.7	2	-16	0.9	109	3.3	-4	-0.6	12
C/C(=C\c1ccccc1)C(=O)Nc1ccc(Cl)cn1	-7	-4	1.4	-2	-4	1.5	120	2.7	6	2.6	-7
O=C(C1=C(Nc2ccccc2)c2ccccc2S(=O)(=O)N1)c1ccccc1	32*	5	3.3	4	-6	-5.7	101	5.6	6	0.3	13
O=C(CN1C(=O)NC(c2ccccc2)(c2ccccc2)C1=O)N1CCOCC1	3	-20	1.5	·	6	-0.6	93	2.1	-2	-0.2	0
CC(=O)OCC1OC(n2cc(F)c(=O)[nH]c2=O)C(OC(C)=O)C1OC(C)=O (stereo not drawn)	4	-3	-1.4	7	-7	-0.9	102	-1.8	-7	-3.7	1
CC(C)(C)NC(=O)c1ccc(Cn2cc(C(F)(F)F)ccc2=O)cc1	10	-4	4.6	4	4	-2.0	105	2.6	5	0.9	-4
CC(C)NC(=O)Cc1ccc(Br)cc1	13	2	-0.8	7	5	-2.2	·	-2.9	5	-1.3	3
